STK33 kinase inh – human STK33 kinase inhibition; AID 2661; Q9BYT3; purified STK33, MBP phosphorylation, ADP-Glo luminescence; inhibition, % at 10 µM; 0.073% of 320,000 active;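 active means inhibition at or above 25%, using the most active replicate where run in duplicate; inactive means inhibition below 25%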
Target sequence (Q9BYT3 whole entry, looked up): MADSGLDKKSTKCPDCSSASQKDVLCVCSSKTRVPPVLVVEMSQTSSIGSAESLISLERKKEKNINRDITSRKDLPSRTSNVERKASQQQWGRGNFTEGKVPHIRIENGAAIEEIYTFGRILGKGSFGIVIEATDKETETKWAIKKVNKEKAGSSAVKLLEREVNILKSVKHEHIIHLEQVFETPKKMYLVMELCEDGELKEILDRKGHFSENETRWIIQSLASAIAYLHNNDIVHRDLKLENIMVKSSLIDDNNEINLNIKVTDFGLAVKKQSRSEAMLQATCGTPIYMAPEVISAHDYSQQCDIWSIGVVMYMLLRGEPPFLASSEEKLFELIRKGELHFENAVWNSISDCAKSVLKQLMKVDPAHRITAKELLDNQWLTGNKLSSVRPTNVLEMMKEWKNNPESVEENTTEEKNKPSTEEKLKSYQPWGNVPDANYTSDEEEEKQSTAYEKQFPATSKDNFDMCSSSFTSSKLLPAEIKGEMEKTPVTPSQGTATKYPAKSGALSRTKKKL
KCNQ2 inh – KCNQ2 potassium channel inhibitors, primary screen, cell-based, CHO-K1, FluxOR thallium flux, B-score (AID 2156); 1.1% of 310,000 active; 20 min; hits give low values; O88943; B-score at 10 µM;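 active means fluorescence ratio B-score at most minus 3 library SDs, with starting brightness B-score within 2 library SDs, cut at about -5.5 in these data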
OX1R antag – blocks the human orexin 1 receptor; O43613; OX1R-expressing cells, FRET antagonist read-out; inhibition, % at 6.6 µM; 1.8% of 330,000 active; in the data active means inhibition mostly above about 38%, no sharp cut-off; inactive means mostly below about 40%;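 further: 0% = agonist challenge alone and 100% = reference antagonist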
Target sequence (O43613 whole entry, looked up): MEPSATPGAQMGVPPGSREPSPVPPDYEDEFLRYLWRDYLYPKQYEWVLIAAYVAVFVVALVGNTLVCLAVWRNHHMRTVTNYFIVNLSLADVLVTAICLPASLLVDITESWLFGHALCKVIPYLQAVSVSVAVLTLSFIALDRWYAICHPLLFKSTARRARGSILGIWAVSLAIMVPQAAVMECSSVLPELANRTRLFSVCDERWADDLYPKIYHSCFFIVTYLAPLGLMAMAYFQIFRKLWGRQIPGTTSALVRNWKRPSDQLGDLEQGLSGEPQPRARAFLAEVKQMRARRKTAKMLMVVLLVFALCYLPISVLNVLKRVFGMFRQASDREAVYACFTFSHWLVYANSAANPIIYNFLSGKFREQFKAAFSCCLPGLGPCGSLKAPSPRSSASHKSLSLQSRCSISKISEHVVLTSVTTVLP
Starred values were filed as active, the others as inactive.

The opening 4 records, ahead of the listing:
For CN1C(=O)C2(c3ccccc31)c1c(oc3ccccc3c1=O)C(=O)N2CCCO (stereo not given) the results were STK33 kinase inh -0.1, KCNQ2 inh inactive and OX1R antag 12.
Cc1nn(C)cc1/C=N/NC(=O)C1(O)c2ccccc2-c2ccccc21 was read as STK33 kinase inh -1.4, KCNQ2 inh inactive and OX1R antag 23.
For O=C(NCc1ccc(F)cc1)Nc1ccc(Cl)cc1 the results were STK33 kinase inh 0.2, KCNQ2 inh inactive and OX1R antag 22.
CC(C)(C)c1cc(C(C)(C)C)n(-c2ccccc2)n1 was read as STK33 kinase inh -0.1, KCNQ2 inh inactive and OX1R antag -2.

The list itself, from the start:
For CN1C(=O)C2(c3ccccc31)c1c(oc3ccccc3c1=O)C(=O)N2CCCO (stereo not given) the results were STK33 kinase inh -0.1, KCNQ2 inh inactive and OX1R antag 12.
Cc1nn(C)cc1/C=N/NC(=O)C1(O)c2ccccc2-c2ccccc21 was read as STK33 kinase inh -1.4, KCNQ2 inh inactive and OX1R antag 23.
For O=C(NCc1ccc(F)cc1)Nc1ccc(Cl)cc1 the results were STK33 kinase inh 0.2, KCNQ2 inh inactive and OX1R antag 22.
CC(C)(C)c1cc(C(C)(C)C)n(-c2ccccc2)n1 was read as STK33 kinase inh -0.1, KCNQ2 inh inactive and OX1R antag -2.
COc1cc(/C=C(\C#N)C(=O)NCc2ccccc2)ccc1OCc1ccc(C(=O)O)cc1 was read as STK33 kinase inh 7.1, KCNQ2 inh inactive and OX1R antag 14.
Screening CN(CC(=O)N1CCN(Cc2ccccc2)CC1)C(=O)Cc1ccc(Cl)c(Cl)c1 returned STK33 kinase inh -1.5 and OX1R antag 13.
O=C(NCCc1nc(-c2ccccc2)no1)c1ccco1 was read as STK33 kinase inh -0.2, KCNQ2 inh inactive and OX1R antag 22.
For CCN1CCCC1CNC(=O)c1ccc2c(c1)NC(=O)/C(=C\c1ccc(C)cc1)S2 (stereo not given) the results were STK33 kinase inh -0.1, KCNQ2 inh -7.6* and OX1R antag 6.
`CCOC(=O)CSc1nc2c(c(=O)n(Cc3ccccc3Cl)c(=O)n2C)n1C` gave STK33 kinase inh -1.4, KCNQ2 inh inactive and OX1R antag 12.
`O=C(N/N=C/c1c[nH]c2ccc(Br)cc12)c1ccc2c(c1)OCO2` gave STK33 kinase inh 2.1, KCNQ2 inh inactive and OX1R antag 69*.
O=C(O)CSc1nnc(-c2ccc(Cl)cc2)n1-c1ccccc1 was read as STK33 kinase inh -0.6, KCNQ2 inh inactive and OX1R antag -7.
Cn1cccc1C1Nc2ccccc2NC2=C1C(=O)CC(C)(C)C2 (stereo not given) was read as STK33 kinase inh 0.2, KCNQ2 inh inactive and OX1R antag 10.
COCC(=O)n1nc(-c2ccccc2)nc1NCc1ccc(F)cc1 was read as STK33 kinase inh 4.6, KCNQ2 inh inactive and OX1R antag 7.
Screening CCC/C(=N/NC(=O)c1nnn(-c2nonc2N)c1CN1CCCCC1)c1ccccc1 returned STK33 kinase inh 1.3, KCNQ2 inh inactive and OX1R antag 17.
`Nc1cc(OCC(F)(F)F)cc([N+](=O)[O-])c1` gave STK33 kinase inh 0.0, KCNQ2 inh inactive and OX1R antag 22.

For reference, part of the list above.
Screening CCC/C(=N/NC(=O)c1nnn(-c2nonc2N)c1CN1CCCCC1)c1ccccc1 returned STK33 kinase inh 1.3, KCNQ2 inh inactive and OX1R antag 17.
`Nc1cc(OCC(F)(F)F)cc([N+](=O)[O-])c1` gave STK33 kinase inh 0.0, KCNQ2 inh inactive and OX1R antag 22.

Further records:
`COC(=O)c1c(C(C)=O)c(C)n(C)c1C` gave STK33 kinase inh -3.2, KCNQ2 inh inactive and OX1R antag 8.
COc1ccc(NC(=O)Cn2c(=O)n(CC3CCCO3)c(=O)c3cc(OC)c(OC)cc32)cc1OC (stereo not given) was read as STK33 kinase inh -1.0, KCNQ2 inh inactive and OX1R antag 6.
Screening CC(C)OC(=O)Nc1ccc2c(c1)N(C(=O)N1CCN(C)CC1)c1ccccc1CC2 returned STK33 kinase inh 1.5, KCNQ2 inh inactive and OX1R antag 1.
Cn1cc(C(=O)C(F)(F)F)c2ccccc21 was read as STK33 kinase inh -3.5, KCNQ2 inh inactive and OX1R antag 6.
For Cc1c(SCCO)c(=O)[nH]c2cc3c(cc12)OCO3 the results were STK33 kinase inh -1.5, KCNQ2 inh inactive and OX1R antag 10.
For CCO[C@H]1OC(C(=O)N2CCN(Cc3ccccc3)CC2)=C[C@@H](c2ccc(C(F)(F)F)cc2)[C@@H]1CCCO the results were STK33 kinase inh -0.7, KCNQ2 inh inactive and OX1R antag 26.
`Cc1cccc(C(=O)OCC(=O)Nc2ccc3c(c2)OCCO3)c1O` gave STK33 kinase inh -1.5 and OX1R antag 7.
For O=C1C(=O)N(Cc2cccs2)c2ccccc21 the results were STK33 kinase inh 0.6, KCNQ2 inh inactive and OX1R antag 2.
For O=C(NCc1nc2ccccc2[nH]1)c1cc2ccccc2oc1=O the results were STK33 kinase inh 1.2, KCNQ2 inh inactive and OX1R antag 48.
`C=CCn1c(SCCOc2ccc(OC)cc2)nnc1C(C)NC(=O)Cc1ccc(OC)cc1` (stereo not given) gave STK33 kinase inh 0.1, KCNQ2 inh inactive and OX1R antag 18.
Screening Cc1cc(C)nc(SCc2nnc(SCC(N)=O)o2)n1 returned STK33 kinase inh -0.2, KCNQ2 inh inactive and OX1R antag 7.
For Cc1ccc(CN2C3=NC(=O)CN3c3ccccc32)cc1 the results were STK33 kinase inh 0.6, KCNQ2 inh inactive and OX1R antag 7.
For CCOC(=O)C1C(c2ccc(O)c(OC)c2)NC(=O)NC1(O)C(F)(F)F (stereo not given) the results were STK33 kinase inh 0.1, KCNQ2 inh inactive and OX1R antag 10.
For Cc1cc(C)cc(N(CC(=O)O)S(=O)(=O)c2c(C)noc2C)c1 the results were STK33 kinase inh -0.6, KCNQ2 inh inactive and OX1R antag 18.
For Cc1ccc(S(=O)(=O)N2CCOCC2)cc1C(=O)OCC(=O)NC1CCCC1 the results were STK33 kinase inh -1.5 and OX1R antag 6.
`O=C(Nc1ccccc1)Nc1cccc2nsnc12` gave STK33 kinase inh 7.2, KCNQ2 inh inactive and OX1R antag 35.
CCOC(=O)c1c(NC(=S)Nc2ccc(OC)cc2)sc2c1CCC2 was read as STK33 kinase inh -2.2, KCNQ2 inh inactive and OX1R antag 25.
Screening O=C(Nc1ccc2c(c1)OCO2)C(c1ccccc1)N1CCC2(CC1)OCCO2 (stereo not given) returned STK33 kinase inh -1.3, KCNQ2 inh inactive and OX1R antag 26.
`CC(C)(C)Nc1nc(Cl)nc(N(C#N)CN2C(=O)c3ccccc3S2(=O)=O)n1` gave STK33 kinase inh -1.4, KCNQ2 inh inactive and OX1R antag 13.
O=C(Nc1cccc(Cl)c1)c1nc[nH]c1C(=O)N1CCc2ccccc2C1 was read as STK33 kinase inh -0.5 and OX1R antag 2.
`CC(=O)Nc1ccc(S(=O)(=O)n2cnc(C)c2)cc1` gave STK33 kinase inh 0.8, KCNQ2 inh inactive and OX1R antag 7.
Screening CN(C)C(=O)CCSc1nnc(-c2ccco2)o1 returned STK33 kinase inh -1.0, KCNQ2 inh inactive and OX1R antag 22.
For COC(=O)c1ccc(C)c(NC(=O)CN2C(=O)c3ccccc3S2(=O)=O)c1 the results were STK33 kinase inh -1.4, KCNQ2 inh inactive and OX1R antag 4.
`Cc1cccc(C)c1NC(=O)CSc1nnc(-c2cnccn2)n1C` gave STK33 kinase inh -0.9, KCNQ2 inh inactive and OX1R antag -4.
Cc1cccc(N2CC(c3nc4ccccc4n3C)CC2=O)c1C (stereo not given) was read as STK33 kinase inh -2.2, KCNQ2 inh inactive and OX1R antag 3.
For CCNC(=O)N(C)C[C@H]1N[C@@](CC)(C(=O)OC)[C@H]2C(=O)N(Cc3ccccc3)C(=O)[C@@H]12 the results were STK33 kinase inh -1.4 and OX1R antag 0.
COc1cc(/C=C2\SC(=S)N(CC(=O)Nc3ccccn3)C2=O)cc(OC)c1OC was read as STK33 kinase inh -3.5, KCNQ2 inh inactive and OX1R antag 19.
Screening Cc1ccc(CN2C(=O)c3ccccc3NC23CCN(Cc2ccccc2)CC3)cc1 returned STK33 kinase inh -0.9, KCNQ2 inh inactive and OX1R antag 10.
COc1ccc(NC(=O)CN2C(=O)CC(C)S(=O)(=O)c3ccccc32)cc1 (stereo not given) was read as STK33 kinase inh 0.6, KCNQ2 inh inactive and OX1R antag 10.
Screening CC(C)(C)OC(=O)NCCCCC1=CC2=CC(=O)C(C)(OC(=O)c3cnc4ccccc4n3)C(=O)C2=CO1 (stereo not given) returned STK33 kinase inh 2.3, KCNQ2 inh inactive and OX1R antag 36.
Screening Cc1ccc(-c2cc(-c3ccccc3Cl)c(C#N)c(N)n2)o1 returned STK33 kinase inh -0.9, KCNQ2 inh inactive and OX1R antag 15.
`O=C1C(=C2CCCCC2)SC(=S)N1Cc1ccco1` gave STK33 kinase inh -0.2, KCNQ2 inh inactive and OX1R antag 8.
Screening CCCCC(OC(=O)CN1C(=O)COc2ccccc21)C(=O)NC1CCCCC1 (stereo not given) returned STK33 kinase inh -1.1, KCNQ2 inh inactive and OX1R antag 22.
Cc1ccc(-c2nc(CS(=O)CC(=O)NCCCN3CC(C)CC(C)C3)c(C)o2)cc1 (stereo not given) was read as STK33 kinase inh 1.2, KCNQ2 inh inactive and OX1R antag 10.
CC(=O)Nc1ccccc1P(=O)(c1ccccc1)c1ccccc1OC(C)=O (stereo not given) was read as STK33 kinase inh -1.6, KCNQ2 inh inactive and OX1R antag 0.
COc1ccc(NC(=O)/C=C/c2cccc(C(F)(F)F)c2)cn1 was read as STK33 kinase inh 0.9, KCNQ2 inh inactive and OX1R antag 17.
For COC(=O)C1=CN(Cc2ccc(OC)cc2)C=C(C(=O)OC)C1c1ccsc1 the results were STK33 kinase inh -0.1, KCNQ2 inh inactive and OX1R antag 23.
O=C(Nc1nccs1)c1cccnc1Cl was read as STK33 kinase inh 0.2, KCNQ2 inh inactive and OX1R antag -17.
CCN(CC)CCOc1cc2c(nn1)Oc1ccccc1N2C was read as STK33 kinase inh -0.7, KCNQ2 inh inactive and OX1R antag 15.
For CCOc1cc(-c2nnc(-c3ccco3)o2)cc(OCC)c1OCC the results were STK33 kinase inh -1.1, KCNQ2 inh inactive and OX1R antag 8.
For CCCCCC(N)=O the results were STK33 kinase inh -0.9 and OX1R antag 0.
`CC(=O)/C(=N/Nc1cccc(Cl)c1)Sc1nnc(C(O)c2ccccc2)n1-c1ccccc1` (stereo not given) gave STK33 kinase inh -2.9, KCNQ2 inh inactive and OX1R antag 7.
For CCCCn1nc(C(=O)Nc2ccc3c(c2)OCO3)c2ccccc2c1=O the results were STK33 kinase inh -0.6 and OX1R antag 15.
O=C(O)c1cccc(Nc2nc(-c3cccnc3)nc3ccccc23)c1 was read as STK33 kinase inh 32*, KCNQ2 inh inactive and OX1R antag -1.
Screening S=C(NC12CC3CC(CC(C3)C1)C2)N1CCOCC1 returned STK33 kinase inh 0.8, KCNQ2 inh inactive and OX1R antag 5.

Part of the list above in order of length of the SMILES, rising:
O=C(Nc1nccs1)c1cccnc1Cl was read as STK33 kinase inh 0.2, KCNQ2 inh inactive and OX1R antag -17.
`O=C1C(=C2CCCCC2)SC(=S)N1Cc1ccco1` gave STK33 kinase inh -0.2, KCNQ2 inh inactive and OX1R antag 8.
For Cc1ccc(CN2C3=NC(=O)CN3c3ccccc32)cc1 the results were STK33 kinase inh 0.6, KCNQ2 inh inactive and OX1R antag 7.

Carrying on:
Cc1[nH]n(-c2ccccc2)c(=O)c1/C=N/N1CCOCC1 was read as STK33 kinase inh -1.0, KCNQ2 inh inactive and OX1R antag 1.
For CCOc1cc(-c2nn3cnnc3s2)cc(OCC)c1OCC the results were KCNQ2 inh inactive and OX1R antag 12.
Screening CCOC(=O)c1c(NC(=O)CSc2nnc(-c3ccco3)o2)sc(C(C)=O)c1C returned STK33 kinase inh 8.8, KCNQ2 inh inactive and OX1R antag 15.
Screening Cc1cc(C(=O)COC(=O)C2=COCCO2)c(C)n1-c1ccccc1 returned STK33 kinase inh 0.8 and OX1R antag 12.
`C=CC[C@H](CC(=O)N[C@H](CO)Cc1ccccc1)C(=O)N[C@H](COC(=O)[C@H](CC=C)CC(=O)OC(C)(C)C)Cc1c[nH]c2ccccc12` gave STK33 kinase inh 0.4 and OX1R antag 5.
CCCCCN(C(=O)COC(=O)c1ccc(Br)o1)c1c(N)n(CCCC)c(=O)[nH]c1=O was read as STK33 kinase inh -1.7, KCNQ2 inh inactive and OX1R antag 19.
For Cc1ccc2nc(N3CC(=O)Nc4ccccc43)nc(-c3ccccc3)c2c1 the results were STK33 kinase inh -0.1 and OX1R antag 12.
For CCCn1c(SCC(=O)Nc2ccc(OC)cc2[N+](=O)[O-])n[nH]c1=O the results were STK33 kinase inh -0.9, KCNQ2 inh inactive and OX1R antag 60.
CCN(C(=O)COC(=O)c1ccc(OC)c(S(=O)(=O)N(C)Cc2ccccc2)c1)C1CCS(=O)(=O)C1 (stereo not given) was read as STK33 kinase inh -0.8, KCNQ2 inh inactive and OX1R antag 7.
Screening O=C(N[C@@H](Cc1ccccc1)C(=O)N1CCN(S(=O)(=O)c2ccccc2F)CC1)c1ccco1 returned STK33 kinase inh -0.3 and OX1R antag 2.
For CC1=C(C(=O)Nc2ccccc2)C(c2ccco2)n2ncnc2N1 (stereo not given) the results were STK33 kinase inh -2.5, KCNQ2 inh inactive and OX1R antag 6.
CC(C)c1ccc(NC(=O)Cn2cccc2C2=NC(c3ccccc3)CO2)cc1 (stereo not given) was read as STK33 kinase inh -2.0, KCNQ2 inh inactive and OX1R antag 7.
Screening COC(=O)CSc1nc(-c2ccccc2)c2c(c1C#N)CCCC2 returned STK33 kinase inh -1.2, KCNQ2 inh inactive and OX1R antag 24.
`Cc1csc(SCC(=O)Nc2cc(C(N)=O)cc(C(N)=O)c2)n1` gave STK33 kinase inh -0.5 and OX1R antag 9.

Assay outcomes as filed in PubChem BioAssay.
